CHT inh: inhibitors of human choline transporter CHT | CHT-expressing cells, membrane potential dye, choline response; hits give low values | B-score at 10 µM | 310,000 compounds, 0.86% hits | AID 488975;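 active = B-score over 3 SD under the library average, and starting fluorescence ratio not unusually high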;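 also: choline stimulus applied at its EC90 after an EC20 pre-addition; B-score computed on integrated fluorescence ratio after choline addition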
Target sequence (Q9GZV3 whole entry, looked up): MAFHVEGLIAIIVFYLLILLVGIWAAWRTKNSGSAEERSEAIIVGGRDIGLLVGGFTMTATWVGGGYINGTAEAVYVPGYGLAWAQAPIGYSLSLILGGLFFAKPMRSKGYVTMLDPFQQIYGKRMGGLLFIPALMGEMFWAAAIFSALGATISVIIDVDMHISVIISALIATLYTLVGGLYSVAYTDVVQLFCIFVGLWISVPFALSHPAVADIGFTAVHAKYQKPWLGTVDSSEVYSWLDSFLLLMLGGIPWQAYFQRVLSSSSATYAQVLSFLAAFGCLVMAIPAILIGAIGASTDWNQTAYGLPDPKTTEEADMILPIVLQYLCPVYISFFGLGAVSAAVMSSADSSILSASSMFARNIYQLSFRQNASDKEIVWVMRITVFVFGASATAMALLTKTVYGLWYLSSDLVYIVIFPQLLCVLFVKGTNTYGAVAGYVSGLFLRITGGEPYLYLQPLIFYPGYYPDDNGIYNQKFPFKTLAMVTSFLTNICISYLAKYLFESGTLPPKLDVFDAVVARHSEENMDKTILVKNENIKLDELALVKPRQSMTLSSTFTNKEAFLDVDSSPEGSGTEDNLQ
KCNQ2 inh: KCNQ2 potassium channel inhibitors, primary screen, cell-based, CHO-K1, FluxOR thallium flux, B-score (AID 2156). 20 min; hits give low values. O88943. B-score at 10 µM. 310,000 compounds, 1.1% hits;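 active = fluorescence ratio B-score at most minus 3 library SDs, with starting brightness B-score within 2 library SDs, cut at about -5.5 in these data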
* = called active by the depositor; i = inactive; x = no result given.

SMILES | CHT inh | KCNQ2 inh
CC(C)CN1CC(C(=O)O)CC1=O (configuration not stated) | i | i
CNC(=O)c1nc(C)n(-c2cc(Cl)cc(Cl)c2)n1 | i | i
O=C(NCc1cccnc1)c1ccc(S(=O)(=O)N2CCCCCC2)cc1 | i | i
C=CCn1cc(C(C)=O)c(=O)[nH]c1=O | i | i
CN(C(=O)CC1C(=O)NCCN1Cc1ccc(F)c(F)c1)C1CCOCC1 (configuration not stated) | i | i
COc1ccc(/C=C2/SC(=O)N(CCC(=O)Nc3ccc(C)cc3)C2=O)cc1OC | i | i
CCN(CC)C(=O)C1CCCN(c2ncnc3c2cnn3-c2cccc(C)c2)C1 (configuration not stated) | i | i
CC(C)CNC(=O)c1ccccc1NC(=O)/C=C/c1cccc([N+](=O)[O-])c1 | i | i
CS(=O)(=O)N(Cc1ccccc1)c1ccc(C(=O)NCc2cccnc2)cc1 | i | i
Cc1nnc(SCC(=O)c2ccccc2F)n1Cc1ccccc1 | i | i
Cc1nc(-c2ccc(S(=O)(=O)Nc3cccc(Cl)c3)cc2)co1 | i | i
CC1CCc2[nH]c3ccc(C(=O)O)cc3c2C1 (configuration not stated) | i | i
O=C(O)c1ccc(Cn2c(SCc3cc(=O)n4cc(Br)ccc4n3)nc3ccsc3c2=O)cc1 | i | i
CCOC(=O)c1c(C)nc(C)c(C(=O)OCC)c1-c1ccccc1 | i | i
Cc1c(NC(=O)CSc2nnc(COc3ccccc3)n2-c2ccccc2)c(=O)n(-c2ccccc2)n1C | i | i
CCC(=O)N1CCN(c2ccccc2NC(=S)NC(=O)c2cccc([N+](=O)[O-])c2)CC1 | i | i
O=C(CSc1ccc(-c2ccccn2)nn1)N1CCCc2ccccc21 | i | i
O=C(CSc1nc2ccccc2s1)N1N=C(c2cccs2)CC1c1ccc(F)cc1 (configuration not stated) | i | i
COC(=O)c1cccc(NC(=O)c2cc3sccc3n2C)c1 | i | i
O=C1c2ccccc2C(=O)N1CSc1nnc(Nc2ccccc2)s1 | i | i
Cc1ccc(/C=N/NC(=O)c2ccc(-c3ccccc3)cc2)o1 | i | i
CCOC(=O)Cn1c(CN2CCOCC2)nc2c1c(=O)n(C)c(=O)n2C | i | i
CC(=O)Nc1ccc2c(c1)N(C(=O)CN(C)C)c1ccccc1CC2 | i | i
COc1ccc(/C=C/C(=O)N2CCN(c3ccccn3)CC2)c(OC)c1OC | i | i
Cc1cc(OC(C)C(=O)NCC2CCC(C(=O)O)CC2)c2c(C)cc(=O)oc2c1 (configuration not stated) | i | i

2 records drawn at random from the list so far, as already listed:
SMILES | CHT inh | KCNQ2 inh
CS(=O)(=O)N(Cc1ccccc1)c1ccc(C(=O)NCc2cccnc2)cc1 | i | i
CCOC(=O)Cn1c(CN2CCOCC2)nc2c1c(=O)n(C)c(=O)n2C | i | i

Following part.
SMILES | CHT inh | KCNQ2 inh
CC1=[N+](CC(=O)NC(C)(C)C)CCc2ccccc21 | i | i
COC(=O)Cn1c(=NC(=O)CSCC(=O)Nc2cc(C)on2)sc2cc(C(=O)OC)ccc21 | i | i
CC1CCN(S(=O)(=O)c2ccc3c(c2)N(CC(=O)NCCCOC(C)C)C(=O)CO3)CC1 | i | i
COc1cccc(C(=O)NC(C)c2ccc(Br)cc2)c1 (configuration not stated) | i | i
O=C(Nc1ccccc1)c1ccccc1OCc1cccc([N+](=O)[O-])c1 | i | i
O=C(C1CCN(S(=O)(=O)c2cccc([N+](=O)[O-])c2)CC1)N1CCOCC1 | i | i
CCOc1cc(/C=N/N=C2/NC(=O)C(CC(=O)O)S2)ccc1OCc1ccccc1Cl (configuration not stated) | i | i
CCN1C/C(=C/c2cccc([N+](=O)[O-])c2)C(=O)/C(=C/c2cccc([N+](=O)[O-])c2)C1 | i | x
COc1cc(OC)cc(C(=O)N2CCC(N3CCN(c4ccccc4OC)CC3)CC2)c1 | i | i
CN(C)S(=O)(=O)c1cc(C(=O)OCCn2cnc3c2c(=O)n(C)c(=O)n3C)ccc1Cl | i | i
COC(C[C@H](O)C[C@H](O)COCc1ccccc1)OC | x | i
Cc1cc(C)n(-c2nc3nonc3nc2Nc2cccc(C)c2C)n1 | i | i
CNc1sc(C(=O)c2ccc(F)cc2)c(N)c1-c1nc2ccccc2s1 | i | i
O=C(Oc1ccc2cc(Br)ccc2c1)c1cccnc1 | i | i
Cc1cc(=O)oc2c(C)c3occc3cc12 | i | i
CC(=O)N1CCN(C23CC4CC(CC(C4)C2)C3)CC1 | i | i
Cc1cc(C)n2cc(CSCc3ccco3)nc2n1 | i | i
COc1ccc(N2CC(C(=O)Nc3ncccc3C)CC2=O)cc1 (configuration not stated) | i | i
COc1cnn(C(C)(C)C)c(=O)c1Cl | i | i
CC(C)OC(=O)c1cc(-c2ccc(C=O)o2)ccc1Cl | i | i
CCN1c2ccccc2NC2C1C(C(C)=O)C(=O)N2c1ccc(Cl)cc1 (configuration not stated) | i | i
COc1cc(C2CC(c3c(C)cc(C)[nH]c3=O)=NN2c2ccccc2F)cc(OC)c1OC (configuration not stated) | i | i
Cc1sc2nc(CSCC(=O)Nc3ccc(N4CCOCC4)cc3)[nH]c(=O)c2c1C | i | i
OC1(c2ccccc2)CN(c2ccccc2)C2=[N+]1CCS2 (configuration not stated) | i | i
CCN(Cc1nc(-c2cccc(Cl)c2)no1)CC1CCCO1 (configuration not stated) | i | i

Of the compounds above, 5 contain a nitro group on carbon.
SMILES | CHT inh | KCNQ2 inh
CC(C)CNC(=O)c1ccccc1NC(=O)/C=C/c1cccc([N+](=O)[O-])c1 | i | i
CCC(=O)N1CCN(c2ccccc2NC(=S)NC(=O)c2cccc([N+](=O)[O-])c2)CC1 | i | i
O=C(Nc1ccccc1)c1ccccc1OCc1cccc([N+](=O)[O-])c1 | i | i
O=C(C1CCN(S(=O)(=O)c2cccc([N+](=O)[O-])c2)CC1)N1CCOCC1 | i | i
CCN1C/C(=C/c2cccc([N+](=O)[O-])c2)C(=O)/C(=C/c2cccc([N+](=O)[O-])c2)C1 | i | x

Record cards, as listed above:
Results for O=C(Nc1ccccc1)c1ccccc1OCc1cccc([N+](=O)[O-])c1 → CHT inh: i; KCNQ2 inh: i
Results for COc1cc(C2CC(c3c(C)cc(C)[nH]c3=O)=NN2c2ccccc2F)cc(OC)c1OC (configuration not stated) → CHT inh: i; KCNQ2 inh: i

Following part.
SMILES | CHT inh | KCNQ2 inh
CC(C)NS(=O)(=O)c1ccc(CCC(=O)NCc2ccccn2)cc1 | i | i
O=C(Nc1c2c(nn1-c1cccc(Cl)c1)CS(=O)(=O)C2)c1ccc2c(c1)OCO2 | i | i
O=S(=O)(CCc1nnc(-c2ccccc2)o1)c1ccc2ccccc2c1 | i | i
Cc1occc1C(=O)Nc1sccc1C(N)=O | i | i
Cc1cc(C)c2oc(C(=O)NCCc3ccc(S(N)(=O)=O)cc3)cc(=O)c2c1 | i | i
Cc1noc(C)c1CSc1nnc2sc3ccccc3n12 | i | i
O=C(C1=C(O)C(=O)N(CCN2CCOCC2)C1c1ccccc1)c1cccs1 (configuration not stated) | i | i
Cc1ccc2cc3cc(C(=O)N4CCCCC4C)oc3nc2c1 (configuration not stated) | i | i
CCOc1cc2c(cc1OCC)C(c1ccccc1)N(c1ccccc1)C(=O)C2 (configuration not stated) | i | i
COc1ccc(-c2csc(NC(=O)CCCc3nc4ccccc4c(=O)[nH]3)n2)cc1OC | i | i
COc1cc(/C=N/NC(=O)c2cc(-c3ccc4c(c3)OCO4)n[nH]2)ccc1O | i | i
COc1nc(-c2ccccc2)ccc1-c1noc(COc2ccccc2)n1 | i | i
O=C(Nc1ccc(F)cc1)c1ccccc1Oc1ccc(C(F)(F)F)cc1[N+](=O)[O-] | i | i
CCOc1cc(NC(=S)Nc2ccccc2)c(OCC)cc1NC(=O)c1ccc(OC)cc1 | i | i
COc1ccc(NC(=O)CCC(=O)N2CCOCC2)c([N+](=O)[O-])c1 | i | i
Cc1csc2c(=O)[nH]cnc12 | i | i
O=C(CC12CC3CC(CC(C3)C1)C2)N/N=C/c1ccncc1 | i | i
CCOc1ccc2cc(C#N)c(SCC(=O)OC)nc2c1 | i | i
COc1ccc(-c2noc3c2-c2nc(C4CCCCC4)sc2CC3)cc1 | i | i
CC(C)=CCN1CCN(Cc2ccc(C#CC(C)(C)O)s2)CC1CCO (configuration not stated) | i | i
COc1cc(C2Nc3cccc4cccc(c34)N2)ccc1O | i | i
CCn1c(=O)n(CC)c2cc(N3CCCC3)c(NC(=O)c3cc(Br)ccc3OC)cc21 | i | i
CCC(C(=O)O/N=C(\N)c1ccc(Cl)cc1)c1ccccc1 (configuration not stated) | i | i
CC(NC(=O)COC(=O)CCc1nc(=O)c2ccccc2n1C)c1ccccc1 (configuration not stated) | i | i
Cc1c(C(=O)N(C)C(C)c2ccncn2)oc2c(F)cccc12 (configuration not stated) | i | i

Other structures:
molecule | CHT inh | KCNQ2 inh
COc1ccc(C(=O)NC(=S)NCc2cccnc2)cc1OC | i | i
O=C(CSc1nnnn1C1CCCC1)c1ccc2c(c1)OCCO2 | i | i
COc1cc(C)c(S(=O)(=O)NCc2cccnc2)cc1C | i | i
CC1(C(=O)Nc2cccc(S(=O)(=O)N3CCOCC3)c2)Cc2ccccc2C(=O)O1 (configuration not stated) | i | i
CC1=C(C(=O)NCCc2ccc(C)cc2)C2(CCC(C)CC2)OC1=O (configuration not stated) | i | i
CC(C)c1nnc(NC(=O)C2CCCN2C(=O)Nc2ccccc2[N+](=O)[O-])s1 (configuration not stated) | i | i
NNC(=O)c1ccc(COc2ccc(Br)cc2)o1 | i | i
COc1ccc(CCNc2ccc(S(=O)(=O)N3CCN(C)CC3)cc2[N+](=O)[O-])cc1 | i | i
COC(=O)C1=CN(C(C)C)C=C(C(=O)OC)C1c1cccc(OC)c1 | i | i
CCOC(=O)c1sc(NC(=O)CSc2nnc(Cc3ccccc3)o2)c(C#N)c1C | i | i
O=C(c1nc2ccccc2s1)N1CCSCC1 | i | i
O=C(COC(=O)C1CCC1)NCc1ccccc1 | i | i
Cc1cc(C)n(CC(=O)N2CCCC(N3CCN(Cc4ccc5c(c4)OCO5)CC3)C2)n1 (configuration not stated) | i | i
COc1cc(/C=N/NC(=O)C(=O)/C=C2\NC3(CCCC3)Cc3ccccc32)ccc1O | i | i
C=CCN1CCN(C(=O)c2c(-c3ccccc3)noc2C)CC1 | i | i
Cc1ccc(C(=O)N2CCN(c3ncnc4c(-c5ccccc5)nsc34)CC2)cc1 | i | i
C=CCc1cccc(CNn2cnnc2)c1O | i | i
COc1cccc2c(=O)c(C/C=C(/C)Cl)c(C)[nH]c12 | i | i
c1coc(CNCCCN2CCOCC2)c1 | i | i
COc1ccc(S(=O)(=O)N2CCCCCC2)cc1C(=O)N1CCCCC1 | i | i
C=CCn1c(SCC(=O)Nc2nnc(CC)s2)nnc1-c1cccnc1 | i | i
COC(=O)Nc1ccc(S(=O)(=O)N2CCN(CCN3C(=O)C4C5C=CC(C5)C4C3=O)CC2)cc1 (configuration not stated) | i | i
Cc1nnc(NC(=O)C2CCCC2)s1 | i | i
CCOC(=O)N1CCN(C(=O)c2ccc(N(C)S(=O)(=O)c3ccc(C)cc3)cc2)CC1 | i | i
Cc1cccc(C)c1NC(=O)CNC(=O)c1c(C)nn(-c2ccccc2)c1Cl | i | i
Cc1cc(C)cc(N(C)S(=O)(=O)c2nnc(NC(=O)C(C)C)s2)c1 | i | i
Cn1c(=O)c(=O)n(C)c2cc(S(=O)(=O)NCCN3CCN(c4ccccc4F)CC3)ccc21 | i | i
O=C(NCc1ccccc1Cl)c1ccccc1Oc1ccccc1 | i | i
COc1ccc(C(=S)N2CCOCC2)cc1OS(=O)(=O)c1ccccc1[N+](=O)[O-] | i | -6.72*
COc1ccc(NC(=O)c2ccccc2C(=O)N2CCCCC2)cc1 | i | i
CC1C/C(=N\NC(=O)c2cccnc2)CC(C)(C)C1 (configuration not stated) | i | i
Oc1ccccc1C(=S)N1CCCC1 | i | i
COc1ccc(CCC(=O)N2CCCSC2=Nc2ccc(C(C)=O)cc2)cc1 | i | i
Cc1ccc(-c2nc3ccc(NS(=O)(=O)c4ccccc4)cc3[nH]2)o1 | i | i
CC(Sc1nc(-c2ccccc2)nc2c1COC(C)(C)C2)C(=O)N1CCOCC1 (configuration not stated) | i | i
COc1ccc(C)c2sc(N(CCCN(C)C)C(=O)CS(=O)(=O)c3ccc(F)cc3)nc12 | i | i
Cc1ccc(NC(=O)C2CCN(S(=O)(=O)c3ccc4c(c3)OCCO4)CC2)nc1 | i | i
O=C1CC(C(=O)N2CCCc3ccccc32)CN1c1ccc(Cl)cc1 (configuration not stated) | i | i
COc1ccc(-c2csc3nc(-c4ccccc4)oc(=O)c23)cc1OC | i | i
COc1[nH]c2ccc(F)cc2c1C(=O)OCC1CCN(CCNS(C)(=O)=O)CC1 | i | i
CN=C(Nc1cccc(OC)c1)SC1CC(=O)N(c2ccc(C(=O)O)cc2)C1=O (configuration not stated) | i | i
COc1ccc(N(CC(=O)NCCc2ccc(S(N)(=O)=O)cc2)S(=O)(=O)c2c(C)noc2C)cc1 | i | i
O=C1c2ccccc2S(=O)(=O)N1CCOc1ccc(F)cc1 | i | i
CC1(C)Cc2sc3c(=O)[nH]c(=S)[nH]c3c2CO1 | i | i
O=C(N/N=C/c1ccc(-c2ccc(Cl)c(C(=O)O)c2)o1)c1cc2c(ccc3ccccc32)o1 | i | i
CN(CC(=O)Nc1ccc(F)cc1)CC(=O)Nc1ccc(F)c(F)c1F | i | i
Clc1ccccc1CSc1snnc1-c1ccccc1 | i | -5.55*
CCOCCc1c(O)nc(SCC(=O)NCc2ccco2)[nH]c1=O | i | i
Cc1ccccc1NC(=O)CN(C)S(=O)(=O)c1ccc2c(c1)n(C)c(=O)c(=O)n2C | i | i

Assay outcomes from PubChem BioAssay.
